# sPLA2-III inh – Inhibits HGIII-sPLA2 liposome hydrolysis, primary screen; QFRET BODIPY PC-A2 liposome hydrolysis, fluorescence; Q9NZ20; inhibition, % at 12.2 µM; AID 743126; actives 0.56% (n = 370,000);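 active = inhibition above mean plus 3 SD of compounds lying within the high and low control bounds, cut at about 19% in these data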;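 also: 0% = median of test compound wells and 100% = no enzyme DMSO wells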
# ADAM10 inh – inhibitors of human ADAM10; O14672; actives 0.62% (n = 370,000); recombinant ADAM10, EDANS/DABCYL FRET peptide cleavage, 3 h; inhibition, % at 7 µM;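 active = inhibition above a per-campaign cutoff equal to the mean of compounds falling between control-based bounds plus 3 SD, cut at about 20% in these data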;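 also: 0% = DMSO wells while the 100% control is not disclosed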
# hcDAF-12 act – activates DAF-12 receptor from parasite H. contortus. HEK293 hcDAF-12 lit1-tk-luc reporter, luminescence; 0% DMSO, 100% Δ7-dafachronic acid. activation, % at 6.8 µM. actives 1.4% (n = 370,000);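 active = activation above the mean of all tested compounds plus 3 SD, cut at about 5.5% in these data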;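 also: 100% = response to 3 µM Δ7-dafachronic acid high control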
# hgDAF-12 ag – agonists of H. glycines DAF-12 nuclear receptor; activation, % at 6.8 µM; AID 687014; HEK293 GAL4-hgDAF12 UAS-luciferase reporter, agonist luminescence; normalized to butyrate control; actives 1.8% (n = 370,000);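 active = activation above a cutoff set at the mean of all screened compounds plus 3 SD, cut at about 10% in these data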;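 also: 0% = DMSO wells and 100% = sodium butyrate wells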
# DAX1 inh-1 – inhibits human nuclear receptor DAX1; P51843; HEK293 Gal4-DAX1 luciferase reporter, luminescence; inhibition, % at 6.75 µM; actives 0.99% (n = 340,000); AID 504766;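 active = inhibition above the mean over all tested compounds plus 3 SD, cut at about 4.2% in these data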;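 also: 0% = DAX1-transfected cells with DMSO and 100% = empty-vector control cells with DMSO; inhibition shows as a rise in luminescence from relieved DAX1 repression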
# DAX1 inh-2 – blocks DAX1 repression of SF-1 activated StAR promoter; HEK293T StAR-luciferase reporter, SF-1/DAX-1 repression relief; inhibition, % at 6.8 µM; actives 1.1% (n = 370,000); AID 652010;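 active = inhibition above the mean over all tested compounds plus 3 SD, cut at about 3.6% in these data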;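 also: 0% = DAX-1 cells with DMSO and 100% = cells lacking DAX-1 with DMSO; higher inhibition means more luminescence from relief of DAX-1 repression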
# PLCg1 inh – blocks human PLC-gamma1 enzyme activity; P19174; purified PLC-gamma1, fluorogenic substrate, fluorescence; inhibition, % at 12.2 µM; actives 0.84% (n = 370,000); AID 720700; in the data active = inhibition above about 9.5%
# ssDAF12 agonist – activators of S. stercoralis DAF-12 nuclear receptor; actives 1% (n = 370,000); activation, % at 6.8 µM; HEK293 ssDAF-12/GRIP1 lit1-tk-luc reporter, luminescence; % of 3 µM dafachronic acid response; AID 652126;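 active = activation above the mean over all tested compounds plus 3 SD, cut at about 0.9% in these data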;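 also: 0% = DMSO-only wells and 100% = 3 µM delta7-dafachronic acid wells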
# FXN GAA850 act – increases GAA850 frataxin promoter reporter activity. activation, % at 6 µM. actives 0.56% (n = 360,000). AID 540364. HEK293 lucGAA850 FXN promoter luciferase reporter, 24 h; percent of 10 µM SAHA response;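 active = activation above the average of all compounds screened plus 3 SD, cutoff fixed separately per campaign, cut at about 7.5% in these data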;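 also: 0% = DMSO wells and 100% = 10 µM SAHA wells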
# ADAM17 inh – inhibitors of human ADAM17; P78536; AID 720648; recombinant ADAM17, EDANS/DABCYL FRET peptide cleavage; inhibition, % at 6.95 µM; actives 0.83% (n = 370,000);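 active = inhibition above the mean of compounds lying between control limits plus 3 SD, set per campaign, cut at about 8.5% in these data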;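 also: 0% = DMSO-only wells as the low control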
# PLCb3 inh – blocks human PLC-beta3 enzyme activity | Q01970 | Purified PLC-beta3, fluorogenic substrate, fluorescence | inhibition, % at 12.2 µM | actives 0.18% (n = 370,000); in the data active = inhibition above about 11%;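 also: 0% = median of compound wells on plate and 100% = full blocker control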
# Target sequence (Q01970 whole entry, looked up): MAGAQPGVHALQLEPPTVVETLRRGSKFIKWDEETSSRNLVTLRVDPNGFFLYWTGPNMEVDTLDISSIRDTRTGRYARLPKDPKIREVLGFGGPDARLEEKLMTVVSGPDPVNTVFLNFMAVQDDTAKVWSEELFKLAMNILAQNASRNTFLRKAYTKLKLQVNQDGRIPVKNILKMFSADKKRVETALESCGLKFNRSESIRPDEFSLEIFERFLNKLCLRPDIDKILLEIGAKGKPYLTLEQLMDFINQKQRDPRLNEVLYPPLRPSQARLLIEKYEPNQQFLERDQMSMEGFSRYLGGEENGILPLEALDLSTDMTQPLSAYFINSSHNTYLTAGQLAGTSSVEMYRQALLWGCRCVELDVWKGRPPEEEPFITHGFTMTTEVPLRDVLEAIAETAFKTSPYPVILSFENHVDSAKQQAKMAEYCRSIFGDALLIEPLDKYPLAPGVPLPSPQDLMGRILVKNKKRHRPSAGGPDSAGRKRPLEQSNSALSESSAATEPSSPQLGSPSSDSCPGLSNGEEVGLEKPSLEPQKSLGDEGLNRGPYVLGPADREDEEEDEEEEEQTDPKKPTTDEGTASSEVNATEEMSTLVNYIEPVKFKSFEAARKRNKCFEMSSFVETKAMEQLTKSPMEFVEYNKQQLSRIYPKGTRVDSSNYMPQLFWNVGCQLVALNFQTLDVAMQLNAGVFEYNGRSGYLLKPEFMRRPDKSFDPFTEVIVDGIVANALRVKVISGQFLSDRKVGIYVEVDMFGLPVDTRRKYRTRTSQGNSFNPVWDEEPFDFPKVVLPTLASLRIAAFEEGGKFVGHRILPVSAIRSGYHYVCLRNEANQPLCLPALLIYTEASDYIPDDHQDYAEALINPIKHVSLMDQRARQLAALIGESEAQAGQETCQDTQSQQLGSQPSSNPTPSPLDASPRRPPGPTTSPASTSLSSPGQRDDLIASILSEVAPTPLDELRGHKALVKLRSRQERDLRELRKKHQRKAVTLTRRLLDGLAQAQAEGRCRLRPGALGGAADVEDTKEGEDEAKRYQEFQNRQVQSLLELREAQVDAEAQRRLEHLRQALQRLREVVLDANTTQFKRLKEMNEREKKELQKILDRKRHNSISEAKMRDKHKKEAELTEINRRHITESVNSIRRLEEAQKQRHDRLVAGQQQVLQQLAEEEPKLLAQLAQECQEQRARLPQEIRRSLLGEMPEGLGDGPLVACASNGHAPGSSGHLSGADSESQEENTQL
# * hit, by the source's call; i = inactive; . = no result given; & = joins results of further samples.
SMILES,sPLA2-III inh,ADAM10 inh,hcDAF-12 act,hgDAF-12 ag,DAX1 inh-1,DAX1 inh-2,PLCg1 inh,ssDAF12 agonist,FXN GAA850 act,ADAM17 inh,PLCb3 inh
COC(=O)[C@@]12C[C@@H](CC(=O)NCCCCc3ccccc3)C(=O)N(Cc3cccc4ccccc34)C1=CCC(C)(C)C2,-13,-3,0.5,-1.0,.,1.9,-3,-1.1,.,0,1
COc1ccc(CN(C)C(=O)c2cc(S(=O)(=O)NCc3ccccc3)ccc2C)c(OC)c1,-19,-13,-2.3,-2.7,-1.2,-2.6,0,-1.5,2.3,0,1
CC(CNC(=O)[C@H]1O[C@@H](n2cnc3c(=O)[nH]c(N)nc32)[C@H](O)[C@@H]1O)c1ccccc1 (stereo not given in full),3,0,2.3,0.3,.,0.4,-1,-0.3,.,0,2
COc1ccc(CNC(=O)C2Cc3c(-c4cccc(F)c4)ccnc3O2)cc1OC (stereo not given),-6,-9,-1.3,-0.5,.,0.0,0,-1.6,-0.1,-4,1
Cc1ccc(C(CC(=O)O)C2CCOC(C)(C)C2)cc1 (stereo not given),1,3,0.3,-0.4,0.3,-0.1,1,-0.4,-0.5,2,5
Cc1ccc(CNc2nc(-c3cccnc3)nc3ccccc23)cc1,-24,8,-2.0,-3.6,-1.7,-0.5,-10,-1.6,-1.1,2,-21
CC(C)c1nnc(N2C(=O)c3oc4ccccc4c(=O)c3C2c2ccco2)s1 (stereo not given),-14,-9,-2.0,0.4,0.3,-0.1,-10,-1.1,0.4,-6,-9
Cc1cn(CC(=O)NCCc2c[nH]c3ccccc23)c(=O)[nH]c1=O,9,-2,-0.6,-0.9,0.7,-0.7,1,-0.8,-1.2,3,2
CC(C)Oc1ccc(S(=O)(=O)N2CCOCC2)cc1NC(=O)C1CSC2(C)CCC(=O)N12 (stereo not given),0,-4,-0.8,1.5,2.6,-1.1,2,-1.0,0.7,1,-7
NC(=O)c1ccc[n+](CC(=O)c2ccccc2)c1,-5,0,-0.2,-2.1,.,-0.4,-7,-1.0,-0.2,-1,-11
NC(=O)C1CCN(C(=O)COc2cccc3ccccc23)CC1,-12,-10,0.1,-0.3,-0.2,0.2,-1,-1.1,-2.0,-3,1
COc1ccc(S(=O)(=O)N(C)c2ccc(C(=O)NCc3ccccn3)cc2)cc1,-8,6,-0.5,-2.9,0.6,-0.4,0,-1.2,-1.9,-1,-1
COC(=O)c1c(C)[nH]c(C)c1-c1ccc([N+](=O)[O-])cc1,1,5,-1.3,-4.2,0.0,0.0,-3,-1.6,2.9,0,-5
CCn1nnnc1SCC(=O)N1CCCCC1,4,-11,-1.1,0.2,-0.3,-0.1,4,-1.2,2.3,-3,-8
COc1ccc(-n2c(Cn3nnc4ccccc43)nnc2SCC(=O)O)cc1,4,-9,-0.4,-1.0,-0.3,-0.5,-1,-0.8,3.0,-4,-2
CC(C)(C)C1=NN=C2c3ccccc3C(=O)C21 (stereo not given),8,-3,-2.5,-2.0,-2.1,0.3,0,-0.9,1.9,-3,-11
CCCn1nnnc1NC(=O)c1cc(Cl)ccc1Cl,-1,4,0.4,-0.6,-1.3,-0.8,1,-0.2,1.8,0,2
CCOc1ccc(OCCC(=O)Nc2ccc3c(c2)OCO3)cc1,-4,-8,-2.0,-1.4,0.7,-0.7,-6,-1.0,0.1,0,-4
CN(C)S(=O)(=O)c1ccc2c(c1)nc(CCC(=O)NCc1ccc(Cl)cc1)n2C,-5,-3,0.9,-2.1,-0.8,-0.2,-1,-1.3,0.6,-1,1
Cn1nc(C(F)(F)F)c(-c2ccc(Br)cc2)c1NC(=O)c1nccnc1C(=O)O,9,-11,-0.9,-1.0,0.2,-0.2,-3,-1.2,2.1,-4,-6

# Single records, as listed above.
# CCCn1nnnc1NC(=O)c1cc(Cl)ccc1Cl as listed: sPLA2-III inh = -1; ADAM10 inh = 4; hcDAF-12 act = 0.4; hgDAF-12 ag = -0.6; DAX1 inh-1 = -1.3; DAX1 inh-2 = -0.8; PLCg1 inh = 1; ssDAF12 agonist = -0.2; FXN GAA850 act = 1.8; ADAM17 inh = 0; PLCb3 inh = 2
# CCOc1ccc(OCCC(=O)Nc2ccc3c(c2)OCO3)cc1 as listed: sPLA2-III inh = -4; ADAM10 inh = -8; hcDAF-12 act = -2.0; hgDAF-12 ag = -1.4; DAX1 inh-1 = 0.7; DAX1 inh-2 = -0.7; PLCg1 inh = -6; ssDAF12 agonist = -1.0; FXN GAA850 act = 0.1; ADAM17 inh = 0; PLCb3 inh = -4

# Other entries follow:
SMILES,sPLA2-III inh,ADAM10 inh,hcDAF-12 act,hgDAF-12 ag,DAX1 inh-1,DAX1 inh-2,PLCg1 inh,ssDAF12 agonist,FXN GAA850 act,ADAM17 inh,PLCb3 inh
CC1CCc2c(sc3ncn(CCO)c(=O)c23)C1 (stereo not given),0,2,2.1,6.8,0.2,2.3,0,-0.7,5.6,-1,-4
CS(=O)(=O)N1CCC(C(=O)Nc2cccc(Cl)c2Cl)CC1,8,-5,-1.4,0.6,1.6,0.3,1,-1.5,1.4,-5,-5
O=C(CN1C(=O)C2C3C=CC(C4CC34)C2C1=O)Nc1cnc2ccccc2c1 (stereo not given),-3,8,7.5*,0.7,2.5,-0.3,2,0.0,1.4,-1,4
O=C(O)/C=C\C(=O)Nc1ccc(F)c(F)c1F,1,-1,-0.5,1.3,1.3,0.1,3,-1.8,-0.9,-2,-4
O=C1[C@H](Cc2ccccc2)NCCCC[C@@H](c2ccco2)N1Cc1ccccc1,5,-4,-0.2,0.4,-0.9,-0.2,1,-1.6,-0.4,-3,-2
Cc1c(Cl)cccc1NC(=O)c1cc(-c2ccco2)on1,6,-2,0.7,2.9,2.8,0.3,1,-0.2,1.4,0,-3
COc1ccc(Nc2nnc(SCC(=O)/C=C3/N(C)c4ccccc4C3(C)C)s2)cc1,-2,5,-3.0,1.3,-1.6,-1.2,1,-1.6,-4.6,5,-5
Cn1c(CO)cnc1SCc1c(Cl)cccc1Cl,-3,6,1.8,-0.7,-0.1,0.7,4,-1.4,-2.0,3,4
CC1(C(=O)NCc2ccccc2)Oc2ccccc2NC1=O (stereo not given),1,5,-2.0,1.1,-0.8,0.0,1,-0.9,-0.5,-2,3
Cn1c2ccccc2c(=O)c2ccc(C#CC3(N)CCCCC3)cc21,3,i,4.4,3.1,2.1,1.8,-215,-0.2,10*,-237,-340
COc1cc(/C=C2/SC(=O)NC2=O)ccc1Oc1ccc([N+](=O)[O-])cc1[N+](=O)[O-],-7,-8,-0.8,5.8,-1.2,0.1,-1,0.1,2.5,-5,-6
COc1ccc(S(=O)(=O)N2CCOCC2)cc1C(=O)NCC(c1ccccc1)c1ccccc1,2,2,-1.3,0.4,0.5,-0.9,2,-0.8,-0.9,-2,4
Cc1ccc2nc3c(cc(C(=O)NCC4CCCO4)c(=N)n3CCCOC(C)C)c(=O)n2c1 (stereo not given),3,i,-0.6,0.6,-0.8,-0.5,i,-1.7,0.9,i,i
CN(C)CCOC(=O)C1(c2ccccc2)CCOCC1,4&-2,-2&5,2.3&-2.1,3.9&0.1,0.3&1.5,-0.6&0.1,-6&4,-0.8&-0.1,2.0&-1.5,-4&-1,0&2
CC(=O)Nc1ccc(OS(=O)(=O)c2ccc([N+](=O)[O-])cc2)cc1,-2,-8,-2.6,-3.3,-1.2,-2.2,-1,-1.4,-1.0,-4,-1
CCC(CC)c1nnc(NC(=O)C2=NNC(=O)CC2)s1,1,0,0.2,-1.0,0.1,0.9,1,-1.1,0.2,2,-1
N#Cc1ccc(/C=C/C(=O)c2cccnc2)cc1,4,-9,0.7,0.8,0.0,-0.8,0,-1.7,-0.1,2,-1
Cc1c(O)ccc2c(CC(=O)N[C@@H](Cc3ccccc3)C(=O)O)cc(=O)oc12,-3,i,1.7,-2.2,0.0,0.5,i,-1.0,2.9,i,i
CSc1ccccc1NC(=O)CN1CCN(S(=O)(=O)c2ccccc2[N+](=O)[O-])CC1,-9,-4,-1.8,2.9,0.0,-2.1,-1,-1.1,-0.2,1,0
CCOCCCn1c(SCC(=O)NC2CCCC2)nc2ccccc2c1=O,1,2,-0.4,1.7,0.7,0.3,0,-0.5,2.3,-2,-4
CC(O)CNc1cc(N)c([N+](=O)[O-])cc1[N+](=O)[O-] (stereo not given),7,-6,-1.5,-0.1,1.2,-0.7,7,-1.1,2.4,1,9
COCCCNC(=O)C1CCC(CNS(=O)(=O)c2ccc(OC)cc2)CC1 (stereo not given),2,-3,0.7,-1.6,-0.3,0.7,1,-1.1,0.0,-1,-4
CCN(CC(O)c1cccc(O)c1)C(=O)C12CC3CC(CC(C3)C1)C2 (stereo not given),-14,-23,-2.3,-0.3,0.2,0.0,-14,-1.2,19*,-16,-14
Cc1ccc(C2(C)NC(=O)N(CC(=O)Nc3ccc(Cl)c(S(=O)(=O)N4CCCCC4)c3)C2=O)cc1 (stereo not given),-25,13,-1.1,-2.1,-0.8,1.4,-3,-1.2,-1.6,6,-12
Cc1cc(C)c2c(CN3CCC(C)CC3)cc(=O)oc2c1,-9,-4,1.4,6.5,1.7,0.5,-16,0.7,4.3,-4,-10
O=C(O)c1cnn(-c2ccccc2)c1-n1cccc1,0,-2,2.0,-3.0,0.4,1.5,2,-1.1,-0.4,1,1
CCCCCn1c(=O)[nH]c2cc(C(=O)NCCCN(C)Cc3ccccc3)ccc2c1=O,-12,-27,1.9,-0.6,0.5,-0.2,-30,-2.3,0.4,-9,-54
COC(C(=O)NCc1ccccc1C)c1ccccc1 (stereo not given),3,-1,-0.4,1.2,-0.5,0.6,2,-1.4,3.3,-5,-1
Cc1ccc(NC(=O)/C(=C/c2ccc([N+](=O)[O-])cc2)NC(=O)c2ccccc2)cc1,1,11,0.4,4.6,-0.1,-0.2,6,-1.2,-3.3,2,1
COc1cccc(-c2c(C(=O)N/N=C/c3sccc3C)nnn2-c2nonc2N)c1,-22,14,-3.4,-2.2,-1.1,-1.7,-6,-1.6,-2.3,1,-9
CCOC(=O)c1[nH]c2ccc(C)cc2c1N,-6,-10,3.1,5.1,0.8,1.4,-24,-0.6,2.4,-5,-33
CCC(=O)OCC(=O)c1cc(C)n(-c2ccc(Br)cc2)c1C,-8,5,-0.4,1.0,-0.6,-2.1,0,-1.0,0.7,-2,-9
CCC(CC)C(=O)NCCc1cc2ccc(C)cc2[nH]c1=O,-4,-15,-0.7,0.4,0.4,-0.1,1,-1.3,-1.0,1,2
COc1ccc(CCNC(=O)CCCOc2cccc(C)c2C)cc1OC,2,-9,-1.8,-3.3,1.3,0.1,0,-2.0,-1.9,-2,-6
Cc1cc(=O)[nH]c(/N=C(\N)Nc2ccc(SC(F)F)cc2)n1,1,-11,-1.8,-4.8,0.2,0.0,-2,-1.2,0.2,-7,-2
O=C(NCCN1CCOCC1)c1cc(Sc2cccc(Cl)c2)nc2ccccc12,-6,-2,0.8,-1.6,-0.6,-0.2,-10,-1.3,0.3,5,-6
Cc1cc(C)c2sc(N(CCCN(C)C)C(=O)c3ccc(Br)s3)nc2c1,-13,2,1.4,-0.2,1.1,0.3,-2,-0.8,0.3,3,-18
Cc1ccc(C)c(NC(=O)CSc2nnc(-c3ccccc3)o2)c1,-2,-13,-0.7,-0.4,-0.5,-0.1,0,-1.5,1.3,-3,-1

# Bioassay records from PubChem.
